Kir21 inh – inhibitors of mouse Kir2.1 inward-rectifier potassium channel; actives 0.85% (n = 310,000); HEK293-Kir2.1, FluxOR thallium flux fluorescence; active compounds read low; B-score at 10 µM;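 active means fluorescence ratio B-score at or below minus 3 SD of library scores, with starting-brightness B-score within 2 SD, cut at about -4.2 in these data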;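 further: channel flux triggered by added potassium and thallium sulfate stimulus; B-score of peak minus minimum fluorescence over baseline after thallium stimulus; more negative B-score means stronger Kir2.1 block with less thallium influx; some compounds called inactive have numbers as strong as hits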
Target sequence (P35561 whole entry, looked up): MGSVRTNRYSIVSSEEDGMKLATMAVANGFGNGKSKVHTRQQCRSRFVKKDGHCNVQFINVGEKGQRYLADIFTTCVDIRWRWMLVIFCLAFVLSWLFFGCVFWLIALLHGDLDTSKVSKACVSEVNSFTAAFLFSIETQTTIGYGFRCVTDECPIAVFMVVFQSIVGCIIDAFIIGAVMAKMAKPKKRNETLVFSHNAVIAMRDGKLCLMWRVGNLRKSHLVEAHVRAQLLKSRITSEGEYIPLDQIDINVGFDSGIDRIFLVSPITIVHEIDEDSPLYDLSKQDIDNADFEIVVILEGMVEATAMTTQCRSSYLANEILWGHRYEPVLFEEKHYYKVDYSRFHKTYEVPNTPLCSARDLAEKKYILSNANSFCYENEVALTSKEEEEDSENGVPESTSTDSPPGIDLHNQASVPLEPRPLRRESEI
KCNQ2 block – KCNQ2 potassium channel inhibitors, primary screen, cell-based, CHO-K1, FluxOR thallium flux, B-score (AID 2156). actives 1.1% (n = 310,000). 20 min; active compounds read low. B-score at 10 µM. O88943;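 active means fluorescence ratio B-score at most minus 3 library SDs, with starting brightness B-score within 2 library SDs, cut at about -5.5 in these data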
* marks the source's active call; other numbers are inactive results; i = inactive.

The first two entries (preview)
molecule | Kir21 inh | KCNQ2 block
COC(=O)c1ccc(NC(=O)c2ccc(F)cc2)o1 | -0.4 | i
CNc1oc(-c2ccccc2)nc1S(=O)(=O)c1ccc(C)cc1 | 1.2 | i

This part in full (from the top)
molecule | Kir21 inh | KCNQ2 block
COC(=O)c1ccc(NC(=O)c2ccc(F)cc2)o1 | -0.4 | i
CNc1oc(-c2ccccc2)nc1S(=O)(=O)c1ccc(C)cc1 | 1.2 | i
O=C(Cn1c(=O)oc2ccccc21)N1CCN(c2ccc(N3CCOCC3)nn2)CC1 | -0.12 | i
CCc1cc2c(=O)nc3n(c2s1)Cc1ccccc1/C3=C(/O)c1ccccc1Cl | -1.2 | i
Cc1cccn2c(=O)c3cc(C(N)=S)c(=N)n(CCCOC(C)C)c3nc12 | -1 | i
O=Cc1c(N2CCN(c3cccc(Cl)c3)CC2)nc2ccccn2c1=O | -1.3 | i
O=S(=O)(NCCOCCNS(=O)(=O)c1ccccc1)c1ccccc1 | -0.73 | i
O=C(COc1ccc(Cl)cc1)Nc1ccc(N2CCN(C(=O)c3ccco3)CC2)cc1 | -1.1 | i
Nc1c(C(=O)NC23CC4CC(CC(C4)C2)C3)sc2nc3c(c(C(F)(F)F)c12)CCC3 | 0.4 | i
Cc1ccc(NC(=O)c2ccccc2-c2ccc(C(F)(F)F)cc2)cc1S(=O)(=O)N1CCOCC1 | 0.91 | i
CCN(CC)CCCNc1nc2ccccc2[nH]1 | -0.55 | i
CCn1c(CSc2nnc3ccccn23)nc2cc(C(=O)O)ccc21 | 0.69 | i
CCOc1ccc(OCCC(=O)OCC(=O)Nc2ccc(N3CCOCC3)cc2)cc1 | -1 | i
CCOc1ccccc1NC(=O)c1ccc(-n2cncn2)nc1 | -1.9 | i
CCOc1ccc(NS(=O)(=O)c2ccc3[nH]cc(C(=O)NC(C)CC)c(=O)c3c2)cc1 (stereo not given) | -2.8 | i
CCOC(=O)c1c(-c2cccs2)csc1NC(=O)COC(=O)c1c(C)noc1C | 0.24 | -10*
COc1cc(/C=C/C2=NC(=O)C(C)(C)O2)ccc1O | -0.94 | i
CCOc1ccccc1-c1nc(CN2CCC(C(=O)N3CCOCC3)CC2)c(C)o1 | 0.57 | i
Fc1ccccc1-n1cn[nH]c1=S | -0.03 | i
CCCOc1ccc(C(=O)CCC(=O)NNC(=O)Cn2nc(C)cc2C)cc1 | 1.2 | i
COC(=O)c1cc(NC(=O)Nc2ccccc2)ccc1Cl | 0.45 | i
O=C(COC(=O)c1ccccc1NC(=O)c1ccco1)Nc1ccc2c(c1)OC(F)(F)O2 | 1.2 | i
COC(=O)c1sc(NC(=O)CSc2nncs2)c(C(=O)OC)c1C | -1.1 | i
NC(=O)CC(c1ccccc1)c1ccco1 (stereo not given) | -0.01 | i
COc1cc(NC(=O)COc2cc(C)cc3oc(=O)c(C)c(C)c23)cc(OC)c1OC | 0.88 | i
COc1ccc(C(C)NC(=S)NC2CCCC2)cc1OC (stereo not given) | -0.02 | i
O=C(CCC1CCCCC1)Nc1c2c(nn1-c1ccc(F)cc1)CS(=O)C2 (stereo not given) | 0.26 | i
CN(Cc1ccccc1)C(=O)C1CCN(S(=O)(=O)c2cccc3nonc23)CC1 | 1.9 | i
COc1ccccc1NC(=O)C1CCCN(S(=O)(=O)c2cnc[nH]2)C1 (stereo not given) | -1.7 | i
CCSc1nccc(-c2nn(-c3ccc(C)cc3)ccc2=O)n1 | 0.78 | i
O=C(CC(=O)NCc1cccnc1)NCc1cccnc1 | 1.5 | i
CC(C)c1nnc(SCC(=O)NC(C)(C)C)n1C | -0.83 | i
N#Cc1cc(-c2ccccc2)cnc1Sc1ccccc1 | -0.98 | i
Cc1ccc(-c2nnc(SCC#N)n2N)cc1 | 1.4 | i
O=C(NCc1ccccn1)Nc1cc(Cl)ccc1Cl | 1.5 | i
CCNC(=S)NNC(=O)c1ccccn1 | 0.66 | i
O=C(O)C1CCCN(S(=O)(=O)c2ccc(Br)cc2)C1 (stereo not given) | 0.57 | i
NC(=O)c1nsc(C(=O)N(CC(=O)NC2CCCCC2)c2ccc(Cl)cc2)c1N | 2.8 | i
CC(=O)c1c(C)[nH]c(C(=O)OCc2ccc(Br)cc2)c1C | 0.13 | i
COc1cc(/C=C/C(=O)c2ccc(O)cc2)ccc1OCC#N | -0.54 | i
CC(=O)Nc1cccc(/C(C)=N/NC(=O)c2ccc(Cl)cc2Cl)c1 | 0.99 | i
Cc1cc(/C=N/NC(=O)COc2cccc3cccnc23)c(C)n1-c1ccc(O)cc1 | -0.63 | i
CS(=O)(=O)N(CC(=O)Nc1ccc2c(c1)OCCO2)Cc1ccc(Cl)cc1 | -1.3 | i
COC(=O)c1cccc(N(CC(=O)NC2CCCCC2)C(=O)CNC(=O)c2cccs2)c1 | -1.6 | i
COCCN(C(=O)c1ccccc1F)c1nc(-c2ccc(OC)cc2)cs1 | -0.59 | i
O=C(COc1ccccc1Cl)NCCNC(=O)c1cnccn1 | 0.25 | i
COCc1cc(C)nc(SCc2ccccc2)c1C#N | 0.32 | i
CCn1c(=O)c(C(=O)CN2CCOCC2)c(N)n(Cc2ccccc2)c1=O | 0.34 | i
CC(C)CC(O)C1CCN(C(=O)CCc2nnc(-c3ccccc3)o2)CC1 (stereo not given) | -0.96 | i
C=CCn1c(CSc2nc3ccccc3s2)n[nH]c1=S | 0.81 | i

Complete entries, quoted from the list. Screens in order: Kir21 inh, KCNQ2 block
Record of COc1ccc(C(C)NC(=S)NC2CCCC2)cc1OC (stereo not given) → -0.02, i
Record of N#Cc1cc(-c2ccccc2)cnc1Sc1ccccc1 → -0.98, i
Record of Cc1cc(/C=N/NC(=O)COc2cccc3cccnc23)c(C)n1-c1ccc(O)cc1 → -0.63, i
Record of C=CCn1c(CSc2nc3ccccc3s2)n[nH]c1=S → 0.81, i

(continued)
molecule | Kir21 inh | KCNQ2 block
CCOC(=O)CSc1nnc(NC(=O)c2cccc(S(=O)(=O)N3CCCCCC3)c2)s1 | -0.01 | i
O=C(Nc1nnc(COc2ccccc2)s1)Nc1ccccc1F | -0.96 | i
CCCC(=O)NC(C)c1nc2ccccc2n1C (stereo not given) | -0.93 | i
CCn1c(SCc2ccc(C(=O)OC)o2)nnc1-c1c[nH]c2ccccc12 | -2.8 | i
O=C(CNC(=S)N(Cc1ccccc1Cl)C1CCCC1)NCCN1CCOCC1 | 1.3 | i
Cc1cc(C)cc(NC(=O)CSc2nnc(-c3ccccc3)n2N)c1 | -0.34 | i
O=C(O)COc1ccccc1/C=N/NC(=O)c1cc2ccccc2cc1O | -1.1 | i
Cc1cc(OC(=O)c2cc(Cl)nc3ccccc23)ccc1Cl | 0.02 | i
CC1CCCN(C(=O)C2CCN(CC3CC=CCC3)CC2)C1 (stereo not given) | -0.45 | i
Cc1ccc(Oc2ccc3c(c2)C(=O)N(c2ccc(S(=O)(=O)Nc4nccs4)cc2)C3=O)cc1 | 0.79 | i
CN(C(=O)CN1C(=O)S/C(=C\c2ccc(F)cc2)C1=O)C1CCS(=O)(=O)C1 (stereo not given) | 0.1 | i
COc1ccc(S(=O)(=O)N2CCN(C(=O)NC3CCCCC3)CC2)cc1OC | -0.7 | i
C#CC1CCCCC1NC(=O)Nc1cnccc1C(F)(F)F (stereo not given) | 1.3 | i
O=C(/C=C/c1ccco1)N(Cc1ccccc1)C1CCS(=O)(=O)C1 (stereo not given) | -0.47 | i
COc1cc(C(C#N)N2CCCCC2)ccc1O (stereo not given) | -0.17 | i
CCOc1ccccc1/C=c1\sc2ncnn2c1=O | 1.5 | i
CCc1nnc(NC(=O)CCN(c2ccc(C)cc2)S(=O)(=O)c2ccccc2)s1 | -0.05 | i
Cc1cc(C(F)(F)F)nn1Cc1n[nH]c(=S)n1-c1ccc(F)cc1 | -0.01 | i
CCOC(=O)C1=C(C)Nc2ncnn2C1c1cccs1 (stereo not given) | -0.18 | i
Cc1cc(C)nc(SCc2ccc3nonc3c2)n1 | -1.1 | i
O=c1cc(CN2CC(O)Cc3ccc4ccccc4c32)nc2sccn12 (stereo not given) | 0.34 | i
CCOc1cc(CNCCO)cc(Br)c1OCc1ccc(Cl)cc1Cl | -13* | -13*
O=C1CC(C(=O)Nc2ccccc2)N=C(N2CCOCC2)N1 (stereo not given) | -0.86 | i
NC(=O)c1ccc2nc(NC(=O)c3ccc(N)cc3)sc2c1 | -0.01 | i
C=CCN(CC=C)CCCOc1ccc(Br)cc1Cl | 0 | i
CCOC(=O)N1CCN(C(=O)CCNS(=O)(=O)c2ccc(C)c(C)c2)CC1 | 0 | i
COc1ccc(-c2c3c(=O)n(C)c(=O)n(C)c3cn2N2CCOCC2)cc1 | 0.45 | i
Cc1csc(=Nc2cccnc2)n1CC1CCCCC1 | -0.83 | i
CC1(c2nnc(-c3ccc(Cl)cc3)o2)CC(c2c(Cl)cccc2Cl)=NO1 (stereo not given) | -0.58 | i
Cn1nnc2c(N3CCCCC3)nccc21 | 0.23 | i
S=C(Nc1ccc(Br)cc1Cl)N1CCN(c2ccccn2)CC1 | 0.87 | i
O=C1NC(=O)/C(=C\c2ccc(OCc3cccc(C(=O)O)c3)c(Cl)c2)N1 | 0.02 | i
COc1ccc(C2C(C(=O)c3ccco3)=C(O)C(=O)N2CCCn2ccnc2)c(OC)c1 (stereo not given) | -0.53 | i
COc1ccc(-n2c(SCCC#N)nnc2-c2cc(Cl)ccc2OC)cc1Cl | -0.37 | i
CCN(CC)CCCn1c2c(c(SCC(=O)N3CCc4ccccc43)nc1=O)CCC2 | -1.1 | i
COc1ccccc1N1CCN(C(c2ccccc2)c2nnnn2CCc2ccccc2)CC1 (stereo not given) | -0.89 | i
O=C(Nc1ccc(Br)cc1)c1ccc2ncsc2c1 | 0.63 | i
CC1=C(C(=O)OCC(C)C)C(c2ccsc2)NC(=O)N1 (stereo not given) | -2 | i
CCCn1cc(S(=O)(=O)c2ccc(C)cc2)c(=O)c2cc(OCC)ccc21 | -0.05 | i
CCN(C(=O)CSc1nc2cc(Cl)ccc2c(=O)n1CC(C)C)C1CCS(=O)(=O)C1 (stereo not given) | 0.79 | i
O=C(O)c1cccnc1SC1CC(=O)N(Cc2ccccc2)C1=O (stereo not given) | 0.87 | i
CN(C)S(=O)(=O)c1cccc(COc2ccccc2C(=O)Nc2ccccc2)c1 | -0.94 | i
N#Cc1ccc(NC(=O)COC(=O)C2Cc3ccccc3CN2C(=O)c2ccccc2)cc1 (stereo not given) | 0.29 | i
Cc1nn(C)c(C(=O)N/N=C/c2ccc(-c3ccccc3)cc2)c1Cl | -2.2 | i
Cc1ccc(NC(=O)C2CCCN2C(=O)OCc2ccccc2)cc1F (stereo not given) | 0.25 | i
CCSc1nnc(-c2c[nH]c3ccccc23)o1 | 0.65 | i
Cc1cc(NC(=O)c2cc(-c3ccc(OC(C)C)cc3)nc3ccccc23)no1 | 0.15 | i
Cc1cccc(C)c1Nc1nnc(SCC(=O)NC(=O)c2cccn2C)s1 | -0.52 | i
N#CC1=C(N)Oc2n[nH]c(-c3cccs3)c2C1c1cccnc1 (stereo not given) | 1.7 | i
CCC(=O)Nc1sc2c(c1C(N)=O)CCN(C(C)=O)C2 | 0.82 | i

Further results
molecule | Kir21 inh | KCNQ2 block
Cc1cc(NC(=O)CCC(=O)N(Cc2ccco2)C(C)(C)C(=O)NC2CCCCC2)no1 | 0.28 | i
CC(C)(C)NC(=O)Cn1c(=O)n(CC(=O)NC(C)(C)C)c2ccccc21 | 0.35 | i
CN(CC(=O)Nc1ccccc1Cl)C(=O)COC(=O)C1CC1 | -0.3 | i
COc1cc(/C=C/CN2CCN(Cc3ccc(C)o3)C(CCO)C2)ccc1O (stereo not given) | -0.51 | i
Cc1cc2nc(C)c3c(n2n1)CCC3 | 0.07 | i
C=CCn1c(COc2ccccc2)nnc1SCC(=O)Nc1ccc2c(c1)OCCO2 | 0.78 | i
CCOc1ccc(N2CC(C(=O)Nc3ccc(S(=O)(=O)N4CCCC4)cc3)CC2=O)cc1 (stereo not given) | 1.6 | i
O=C(Nc1ccccc1)c1ccccc1O | 1.2 | i
c1ccc(-n2cnnc2SCc2cn3cccnc3n2)cc1 | -1.9 | i
COc1cccc(CN(C)CC(=O)Nc2cccc3ccccc23)c1 | -1.1 | i
O=C1c2ccc(Oc3ccc([N+](=O)[O-])cc3)cc2C(=O)N1CCO | 0 | i
Cc1ccc(C)c(NS(=O)(=O)c2cc(C(=O)NCc3ccncc3)ccc2C)c1 | -0.01 | i
Cc1cc(C(=O)OCC(=O)Nc2cc(S(=O)(=O)N(C)C)ccc2C)c2ccccc2n1 | 0.15 | i
CCOc1cccc(C(=O)Nc2ccc3c(c2)OCCO3)c1 | -2 | i
Cc1cc(Cl)cc(Cl)c1CNc1c([N+](=O)[O-])c(=O)oc2ccccc12 | -1.4 | i
O=C1c2ccccc2C(=O)N1OS(=O)(=O)c1ccc(F)cc1 | 0.46 | i
COc1ccc(-c2cc(C(F)(F)F)nc(N3CCCCC3)n2)cc1OC | 1.1 | i
Fc1ccccc1-c1nnc2ccc3ccccc3n12 | 1.4 | i
CCC(=O)NC1(C(F)(F)F)C(=O)Nc2c1c(=O)[nH]c(=O)n2CC(C)C (stereo not given) | -0.31 | i

Bioassay records from PubChem BioAssay.
